RGS7-Gao reg – regulators of human RGS7-Galphao interaction; P09471; Multiplexed bead flow cytometry, RGS7-Galphao binding; actives lie on both sides; binding response (% of control), % at 10 µM; 220,000 compounds, 0.35% hits; AID 1439; in the data active = binding response below about 49% or above about 150%; inconclusive = no clear call, values can overlap the other calls; inactive = in between;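 also: fluorescent Galphao held in activated GDP-AlF4 state binding bead-coupled RGS7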
ABCG2 inh – human ABCG2 inhibition, ABCB1 as counter-screen; inhibition, % at 6.6 µM; Q9UNQ0; 190,000 compounds, 0.1% hits; IgMXP3 cells, JC-1 efflux, flow cytometry; AID 1325;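 active = inhibition above 80%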;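 also: 0% = DMSO and 100% = nicardipine control wells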
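test system = two drug-resistant human cell lines, ABCG2 and ABCB1 | amount = 3 million cells/mL final, two lines in 1:1 ratio | reagent = JC-1 transporter substrate | doses = one concentration, 6.6 µM final | incubation = 10 min at 25 °C | signal = flow cytometric JC-1 green MFI at 530 nm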
Avidin bead fluor – avidin bead compound fluorescence profile. AID 1775. fluorescence (KMESF) at 10 µM. Avidin beads, compound fluorescence 488/530 nm, flow cytometry; active compounds read high. 220,000 compounds, 0.38% hits; in the data active = fluorescence above about 47; also: inactives centre near 10
GSH bead fluor – compound fluoresces at 488/530 nm on GSH beads. GSH beads flow cytometry, compound fluorescence 488/530 nm; active compounds read high. fluorescence (KMESF) at 10 µM. 190,000 compounds, 0.25% hits. AID 1776; in the data active = fluorescence above about 89;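 also: glutathione beads carrying GST-tagged Bcl family fusion proteins plus one bare bead set; values are compound well signal with DMSO vehicle wells as background; inactives centre near 16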
Bim-Bcl-B – disrupts Bim peptide binding to human Bcl-B | bead-based flow cytometry | inhibition, % at 10 µM | 190,000 compounds, 0.073% hits | Q9HD36 | AID 951;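 also: 0% = tracer peptide without compound and 100% = reference inhibitor peptide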
Bim-Bcl-XL – human Bim-Bcl-XL interaction inhibition. Bim peptide-Bcl-XL binding, bead flow cytometry, fluorescence. inhibition, % at 10 µM. 190,000 compounds, 0.04% hits
Bfl-1 Bim block – disrupts Bim binding to human Bfl-1 | Bead-based flow cytometry, Bim-Bfl-1 binding inhibition | 190,000 compounds, 0.12% hits | inhibition, % at 10 µM;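 also: 0% = wells without compound plus tracer and 100% = blocker peptide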
Bim-Bcl-W – inhibitors of Bim-Bcl-W interaction, human; 190,000 compounds, 0.02% hits; bead-based flow cytometry, Bim peptide-Bcl-W binding; inhibition, % at 10 µM;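 also: 0% = bound tracer without compound and 100% = peptide blocker; higher means less fluorescent Bim peptide bound to Bcl-W beads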
ABCB1 inh – human ABCB1 inhibition, ABCG2 as counter-screen; inhibition, % at 6.6 µM; CCRF-Adr cells, JC-1 efflux, flow cytometry; 190,000 compounds, 0.067% hits; in the data active = inhibition above about 40%;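 also: 0% = vehicle and 100% = reference inhibitor; higher value means more JC-1 retained so stronger ABCB1 efflux block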
Target sequence (P08183 whole entry, looked up): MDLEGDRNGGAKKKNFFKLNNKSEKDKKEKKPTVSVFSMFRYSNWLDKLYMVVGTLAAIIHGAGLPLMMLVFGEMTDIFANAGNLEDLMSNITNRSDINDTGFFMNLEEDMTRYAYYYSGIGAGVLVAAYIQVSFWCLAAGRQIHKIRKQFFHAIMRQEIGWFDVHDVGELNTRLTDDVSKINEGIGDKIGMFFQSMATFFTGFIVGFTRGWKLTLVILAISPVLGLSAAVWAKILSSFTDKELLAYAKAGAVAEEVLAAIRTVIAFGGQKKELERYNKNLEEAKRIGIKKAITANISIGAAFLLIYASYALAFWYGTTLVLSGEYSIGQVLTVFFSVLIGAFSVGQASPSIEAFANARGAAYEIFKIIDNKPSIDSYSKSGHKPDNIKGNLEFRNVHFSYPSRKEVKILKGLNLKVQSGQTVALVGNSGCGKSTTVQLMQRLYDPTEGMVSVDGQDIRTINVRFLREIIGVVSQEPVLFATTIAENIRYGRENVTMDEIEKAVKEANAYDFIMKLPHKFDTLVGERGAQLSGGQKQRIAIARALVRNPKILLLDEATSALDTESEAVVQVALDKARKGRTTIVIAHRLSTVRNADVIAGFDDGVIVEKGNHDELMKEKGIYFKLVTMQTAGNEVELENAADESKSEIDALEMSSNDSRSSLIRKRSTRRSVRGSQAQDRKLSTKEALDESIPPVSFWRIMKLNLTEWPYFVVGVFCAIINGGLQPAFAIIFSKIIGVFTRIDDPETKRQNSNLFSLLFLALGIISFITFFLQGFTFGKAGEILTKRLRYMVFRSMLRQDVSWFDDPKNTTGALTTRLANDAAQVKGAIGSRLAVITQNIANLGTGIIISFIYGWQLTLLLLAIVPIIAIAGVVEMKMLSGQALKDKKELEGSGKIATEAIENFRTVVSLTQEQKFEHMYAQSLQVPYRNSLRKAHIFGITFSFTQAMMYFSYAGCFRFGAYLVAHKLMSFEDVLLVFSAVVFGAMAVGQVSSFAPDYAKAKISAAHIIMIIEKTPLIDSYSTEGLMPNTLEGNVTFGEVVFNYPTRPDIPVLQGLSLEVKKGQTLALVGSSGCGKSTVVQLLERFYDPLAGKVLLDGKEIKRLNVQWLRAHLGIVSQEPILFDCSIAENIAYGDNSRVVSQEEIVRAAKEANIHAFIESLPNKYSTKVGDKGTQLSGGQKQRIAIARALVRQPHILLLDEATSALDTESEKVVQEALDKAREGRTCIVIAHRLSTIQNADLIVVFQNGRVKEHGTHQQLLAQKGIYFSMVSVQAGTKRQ
RGS4-Gao reg – human RGS4-Galphao interaction regulation; Multiplexed bead flow cytometry, RGS4-Galphao binding; actives lie on both sides; binding response (% of control), % at 10 µM; 220,000 compounds, 0.33% hits; AID 1415; in the data active = binding response below about 49% or above about 150%; inactive = in between;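 also: fluorescent Galphao activated with aluminum fluoride binding bead-coupled RGS4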
Bcl-2 Bim block – disrupts Bim peptide binding to human Bcl-2; inhibition, % at 10 µM; Bead-based flow cytometry, Bim peptide-Bcl-2 binding; P10415; AID 950; 190,000 compounds, 0.06% hits; in the data active = inhibition above about 40%; inconclusive = no clear call, values can overlap the other calls;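 also: 0% = no compound wells with probe peptide and 100% = reference peptide inhibitor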
Active calls of the source: *; ? = inconclusive; · = no result given. Rule as the data show it, unless noted: active = inhibition above about 40%.

SMILES	RGS7-Gao reg	ABCG2 inh	Avidin bead fluor	GSH bead fluor	Bim-Bcl-B	Bim-Bcl-XL	Bfl-1 Bim block	Bim-Bcl-W	ABCB1 inh	RGS4-Gao reg	Bcl-2 Bim block
O=C(N/N=C/c1ccc[nH]1)c1sc2ccccc2c1Cl	101	2	11	9	-1	-1	0	-2	0.2	96	-3
O=C(COC(=O)CC1CC2CCC1C2)NC(=O)NC1CCCC1 (stereo unspecified)	92	3	9	14	-4	-4	-3	-2	0.4	102	0
O=C(OCc1ccc(F)cc1Cl)c1ccccn1	103	5	15	41	-9	-16	-11	0	1.1	103	-6
Cc1ccccc1NC(=O)Cn1cnc2c(oc3ccccc32)c1=O	102	1	10	16	-5	0	-8	4	0.2	101	0
Cc1ccc(C)c(NC(=O)c2ccc(S(=O)(=O)C(F)F)cc2)c1	103	1	18	16	-7	-7	-14	0	0.9	105	-9
CC(CCN(C)C)OC(=O)c1ccc(C(C)c2ccccc2)o1 (stereo unspecified)	95	1	19	10	0	0	0	1	0.5	100	2
O=C(CCc1ccccc1)NNC(=O)c1ccccc1Br	100	2	2	8	-4	-5	0	-1	0.2	98	1
Cc1ccc(S(=O)(=O)NC2=NCN(Cc3ccccc3)CN2)cc1	116	3	5	12	3	0	1	0	1.0	116	2
Cc1noc(C)c1COc1ccc(C(=O)NCCc2ccccn2)cc1	102	6	11	13	-3	-1	0	-1	0.4	101	-2
CN(C)S(=O)(=O)c1ccc(C(=O)OCC(=O)Nc2cccnc2Cl)cc1	90	1	5	10	0	0	-1	0	0.3	94	0
COCCN1Cc2cccc(C(=O)NC(C)CCc3ccco3)c2C1=O (stereo unspecified)	96	7	11	10	-3	0	-2	0	0.4	93	-1
O=c1c2ccccc2n(Cc2ccccc2F)c(=O)n1Cc1ccccc1F	96	11	11	28	-11	-9	-22	-6	2.7	98	-10
C=C1c2ccc(C)cc2NC(=O)N1c1ccccc1	100	7	12	29	-1	0	3	4	0.6	97	2
Cc1sc2ncn(CC(=O)OCC(=O)NC(C)(C)C)c(=O)c2c1C	86	3	12	8	-5	-5	-2	-2	0.8	80	2
O=C(N/N=C/c1c[nH]c2ccccc12)c1ccn(Cc2ccc(Cl)cc2)n1	100	1	10	28	-6	4	-15	0	0.3	101	-12
O=C1c2[nH]nc(-c3ccccc3O)c2C(c2ccccc2F)N1Cc1ccco1 (stereo unspecified)	103	1	6	70	0	2	3	0	0.7	102	-1
Cc1ccc(S(=O)(=O)N2CCC(=O)N(CCOCc3ccc(F)cc3)CC2)cc1	100	1	6	17	-3	0	2	2	0.3	98	0
C#CCOCCOCCOCCNc1nc(N2CCN(C(=O)[C@H](Cc3cc4ccccc4[nH]3)n3cc(C(N)CC(C)C)nn3)CC2)nc(N2CCN(C(=O)[C@H](CCC(=O)O)n3cc(C(N)[C@H](C)CC)nn3)CC2)n1 (stereo partly specified)	107	-1	5	18	-1	2	-3	1	-0.4	102	0
CCn1cc(C2=NC(C(C)C)CO2)c2ccccc21 (stereo unspecified)	101	5	26	14	-10	-12	-9	-9	0.6	106	-8
C/C(=C\c1ccccc1)C(=O)NCc1ccco1	102	1	8	17	-7	-2	0	-1	0.4	104	2
CC1CCN(S(=O)(=O)c2ccc3c(c2)oc(=O)n3CC(=O)N2c3ccccc3CC2C)CC1 (stereo unspecified)	91	0	56*	21	8	2	4	8	0.7	93	7
Cc1cccc(C)c1OCCNC(=O)CCC(=O)c1ccccc1	103	4	10	18	4	-1	8	0	1.4	101	7
CCCCCc1nc2c(=O)n(C)c3ccccc3c2o1	100	5	29	13	6	-2	3	2	0.7	101	9
CCCSc1nc2c(cnn2-c2ccccc2)c(=O)[nH]1	100	3	6	22	-6	-3	-11	-1	0.6	106	-7
Cc1cc(C)c(NC(=O)C2c3ccccc3Oc3ccccc32)c(C)c1	102	0	16	19	-9	-8	-13	-6	0.0	99	-5
COc1ccc(Cn2c(N)c(S(=O)(=O)c3cccs3)c3nc4ccccc4nc32)cc1	102	4	7	38	-10	1	-19	-2	0.6	106	-12
O=C(/C=C/c1cccc([N+](=O)[O-])c1)NCCSCc1c(Cl)cccc1Cl	90	18	2	8	-4	-3	-1	-5	2.2	88	-4
CSc1cccc(NS(=O)(=O)c2ccc(F)cc2)c1	101	1	7	22	-2	-3	-2	-6	0.5	101	-5
Cc1ccnc(NC(=O)CCC(=O)N(CC(=O)NC2CCCCC2)CC2CCCO2)c1 (stereo unspecified)	99	0	12	15	3	2	0	2	0.0	106	0
Cc1ccc(N2C(=O)CC(N(O)C3CC(=O)N(c4ccc(C)cc4)C3=O)C2=O)cc1 (stereo unspecified)	102	0	31	26	1	-1	-3	-4	-0.1	102	0

Looked up above:
Avidin bead fluor result of `Cc1ccc(S(=O)(=O)N2CCC(=O)N(CCOCc3ccc(F)cc3)CC2)cc1` → 6
Avidin bead fluor result of `CCn1cc(C2=NC(C(C)C)CO2)c2ccccc21` (stereo unspecified) → 26
Bim-Bcl-B result of `C/C(=C\c1ccccc1)C(=O)NCc1ccco1` → -7

More compounds:
SMILES	RGS7-Gao reg	ABCG2 inh	Avidin bead fluor	GSH bead fluor	Bim-Bcl-B	Bim-Bcl-XL	Bfl-1 Bim block	Bim-Bcl-W	ABCB1 inh	RGS4-Gao reg	Bcl-2 Bim block
CCOc1ccc(N2C(=O)CC(Sc3nc(CC(C)C)ccc3C#N)C2=O)cc1 (stereo unspecified)	102	1	11	11	-1	0	-6	-2	0.8	100	0
CC(=O)Nc1cccc(Oc2cnc3ccccc3n2)c1	102	8	24	15	-9	-2	-8	2	0.8	101	-3
COc1ccccc1NC(=O)CCc1nc2ccccc2s1	?	9	11	15	0	-1	1	-1	1.1	102	-3
CCCCOc1ccccc1C(=O)NCC(=O)O	102	9	32	23	-5	-5	-17	0	-0.1	99	-6
CC(C)C1C(C#N)=C(N)Oc2n[nH]c(-c3ccc4ccccc4c3)c21 (stereo unspecified)	100	0	4	14	-3	-4	-2	-1	-0.2	103	-2
CC1CCCCC1NC(=O)c1cncc(Br)c1 (stereo unspecified)	100	3	13	29	-11	6	-18	-2	0.9	102	-13
CCOC(=O)c1c(C)[nH]c(C(=O)OCC(=O)NC2CCS(=O)(=O)C2)c1C (stereo unspecified)	99	2	30	23	-2	-4	-1	-1	0.6	97	0
Cc1cc(NS(=O)(=O)c2ccc(Nc3nc(-c4sc(NC(=O)c5ccccc5)nc4C)cs3)cc2)no1	95	-1	35	22	-4	-4	-14	2	-0.6	97	-7
OC(CNC1CCCCC1)COCCOc1ccc(Br)cc1 (stereo unspecified)	109	4	13	10	-2	1	-18	0	1.1	108	-7
Cc1cnc(NC(=O)CSc2nnc(-c3ccc(Cl)cc3Cl)n2N)s1	101	4	15	24	-18	-9	-10	-4	0.4	96	-12
O=C1CN(S(=O)(=O)c2ccccc2)CCN1S(=O)(=O)c1ccccc1	97	5	14	15	-15	-13	-15	-6	0.4	96	-21
COC(=O)c1ccc(CN2CCN(C(C)C)C(CCO)C2)cc1 (stereo unspecified)	104	3	9	10	-3	-3	-4	-2	0.8	103	0
COc1ccccc1-n1cnnc1SCC(=O)Nc1nc(C)c(Cl)cc1Cl	94	0	10	16	-5	-2	-10	1	0.3	94	-5
O=C(NCc1ccco1)c1sc2ccccc2c1Cl	103	2	22	17	-3	-3	3	0	0.2	103	13
COc1ccc(N2CCN(CC(O)COCCOc3ccc(Br)cc3)CC2)cc1 (stereo unspecified)	103	5	5	6	1	1	0	0	1.5	103	0
O=C1c2ccccc2C2(c3ccccc3)NCCN12 (stereo unspecified)	103	17	27	29	-7	-1	-10	0	1.0	101	-4
Cc1ccc(C(=O)OCC2OC3OC(C)(C)OC3C2O)cc1 (stereo unspecified)	129	3	14	11	-8	-2	-18	-1	0.2	126	-8
CCO[C@H]1OC(C(=O)N2CCN(Cc3ccc4c(c3)OCO4)CC2)=C[C@@H](c2cn(C(C)=O)c3ccccc23)[C@@H]1CCCO	98	-1	6	19	-4	-5	-5	0	-0.3	101	-6
CC(C)CC(=O)NN(C)c1nc(-c2ccccc2)nnc1C(F)(F)F	109	5	15	11	0	-1	-1	-2	0.8	107	-4
CC(=O)Nc1nonc1NC(=O)CSC1=NCCS1	103	·	3	16	-3	-3	-4	1	·	100	-3
O=C(CCC(=O)OCC(=O)c1ccc(-c2ccccc2)cc1)Nc1cccc2cccnc12	94	3	21	26	-6	-2	0	-3	0.4	94	-1
Cc1ccccc1-c1nnc(SCC(=O)Nc2cccc(C)c2C)o1	94	4	12	24	-3	0	-4	1	0.5	94	0
COC(=O)[C@H](CCSC)NC(=O)N1CCN(Cc2ccccc2)CC1	97	1	8	45	-7	0	-12	0	0.2	100	-7
O=C(Nc1c2n(c(=S)n(-c3ccccc3)c1=O)CCCCC2)c1ccccc1	100	1	12	66	0	-2	0	0	0.7	103	0
CCCCn1c(O)c(N=NC(=O)c2ccco2)c2ccccc21	108	23	12	21	3	-4	1	1	5.1	107	1
COc1cc(/C=N/n2c(C)n[nH]c2=S)ccc1OCc1ccc(F)cc1	112	-6	8	14	-26	-2	0	-1	-1.0	102	0
CCC(NC(=O)c1ccccc1O)c1ccccc1 (stereo unspecified)	91	4	15	25	-3	0	-1	-3	0.5	93	0
Cn1c(CNC(=O)c2ccccc2)nnc1SCC(=O)Nc1nccs1	92	2	10	14	-5	-1	-7	-2	0.5	95	-2
Cc1nnc(NC(=O)CSC2CCCCC2)s1	108	1	8	24	-6	-5	-11	0	0.3	107	-11
CCOc1ccccc1NC(=O)CSc1nc2cccnc2n1C	98	4	28	13	-3	-2	-1	-2	0.6	100	0
COc1cc(OC)c(NS(=O)(=O)c2ccc(Cl)c(C(=O)OC(C)C(=O)N3CCCC3)c2)cc1Cl (stereo unspecified)	101	11	12	10	-4	-3	-12	-1	2.2	102	-2
COC(=O)c1cc(CC(=O)c2ccc(O)cc2O)c(C)o1	97	29	8	14	0	-1	2	0	1.1	99	0
O=C(CSc1nnnn1-c1ccccc1)NC1CCCc2ccccc21 (stereo unspecified)	99	2	13	12	-4	-3	-4	-1	0.6	102	-6
CCOC(=O)C1CCCN(C(=O)Nc2ccccc2)C1 (stereo unspecified)	99	6	11	11	-7	0	-9	2	7.8	103	-8
CC1CN=C(N(C(=O)Nc2ccccc2)c2ccc(F)cc2)S1 (stereo unspecified)	92	2	6	27	-10	-3	-7	-1	0.4	93	-5
CCOC(=O)N1CCN(C(=O)/C(=C/c2ccccc2OC)NC(=O)c2ccccc2)CC1	102	14	13	35	-7	-6	-15	0	1.4	101	-4

Source: PubChem BioAssay
